D2 antag = antagonizes the human D2 dopamine receptor; P14416; HEK293 TREx D2 cells, calcium flux, dopamine EC80; inhibition, % at 10 µM; hit rate 2% among 340,000; in the data active = inhibition above about 30%; note: 0% is about no effect
Target sequence (P14416 whole entry, looked up): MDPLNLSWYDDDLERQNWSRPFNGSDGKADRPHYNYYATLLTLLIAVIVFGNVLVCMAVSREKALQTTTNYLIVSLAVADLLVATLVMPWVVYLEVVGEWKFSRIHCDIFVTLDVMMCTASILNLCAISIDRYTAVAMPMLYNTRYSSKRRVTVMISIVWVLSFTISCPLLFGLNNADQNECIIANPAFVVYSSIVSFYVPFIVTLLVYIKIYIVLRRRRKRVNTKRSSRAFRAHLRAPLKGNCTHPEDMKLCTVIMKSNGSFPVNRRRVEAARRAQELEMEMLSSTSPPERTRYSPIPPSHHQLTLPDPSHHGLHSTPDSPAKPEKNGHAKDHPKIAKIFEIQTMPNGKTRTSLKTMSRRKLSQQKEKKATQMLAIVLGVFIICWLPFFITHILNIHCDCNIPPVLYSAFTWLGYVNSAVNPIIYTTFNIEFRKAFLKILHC
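Tetracycline-induced HEK293 T-REx cells expressing D2 force-coupled to calcium signalling were dye-loaded, exposed to compound for 180 s, then challenged with an EC80 of dopamine; calcium flux was followed kinetically for a further 180 s.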
D2 agonist = D2 dopamine receptor (human) agonism. AID 485358. P14416. activation, % at 2 µM. HEK293 T-REx D2 cells, calcium flux agonist mode. hit rate 0.53% among 340,000;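 active = activation over 3 SD above normal in the single-dose calcium agonist read, cut at about 30% in these data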; note: 0% is about no effect
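HEK293 Trex D2 cells, tetracycline-induced, o/n 30 C 5% CO2; no-wash Ca dye, RT 30–90 min; 10-cycle baseline, 23 nl cpd added, kinetic Ca read 180 s; agonist hits = positive Ca response.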
TRHR PAM = TRH receptor (human) allosteric enhancement | P34981 | TRHR cells, fluo-8 calcium fluorescence, EC20 TRH enhancement | enhancement, % at 2 µM | hit rate 0.66% among 360,000; in the data active = enhancement above about 30%; note: 0% is about no effect
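Enhancer read-out: after compound pinning and an initial kinetic agonist-mode read, an EC20 of TRH (10 nM final) was injected and fluo-8 calcium signal (Ex 480/Em 530) followed at 1 s/cycle for 100 cycles in TRHR-expressing cells.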
D1 ag = agonists of human D1 dopamine receptor. activation, % at 2 µM. P21728. hit rate 1% among 360,000. AID 504660. HEK293 T-REx D1 cells, calcium flux, agonist mode; note: 0% is about no effect
Target sequence (P21728 whole entry, looked up): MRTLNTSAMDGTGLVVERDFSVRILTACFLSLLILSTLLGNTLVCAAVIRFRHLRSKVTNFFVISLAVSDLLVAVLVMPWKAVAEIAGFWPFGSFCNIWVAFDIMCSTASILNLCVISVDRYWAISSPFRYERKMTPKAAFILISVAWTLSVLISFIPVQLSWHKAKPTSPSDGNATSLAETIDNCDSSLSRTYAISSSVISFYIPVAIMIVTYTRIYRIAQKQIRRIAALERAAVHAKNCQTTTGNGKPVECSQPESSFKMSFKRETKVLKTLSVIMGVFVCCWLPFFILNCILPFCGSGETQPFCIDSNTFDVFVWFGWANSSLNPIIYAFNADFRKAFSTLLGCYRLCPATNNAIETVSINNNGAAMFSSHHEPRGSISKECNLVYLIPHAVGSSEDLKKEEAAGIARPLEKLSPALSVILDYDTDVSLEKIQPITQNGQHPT
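Inducible HEK293 T-REx D1 cells, force-coupled to calcium signalling, were plated at 4000 cells/well with tetracycline and held overnight at 30 C. After no-wash calcium dye loading, compound-evoked calcium rise over 180 s flagged agonists.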
RXFP1 antag = blocks the human relaxin receptor RXFP1 | Q9HBX9 | HEK293-RXFP1, relaxin-stimulated cAMP HTRF, 30 min; active compounds read low | activity change, negative = inhibition, % at 57.5 µM | hit rate 0.59% among 350,000 | AID 1259400;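 active = activity change of -60% or lower, but not beyond a set lower limit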; note: % is set by controls: 0 for no effect and ±100 for the full control effect
D2 PAM = positive allosteric modulators of human D2 dopamine receptor; potentiation, % at 10 µM; HEK293 T-REx D2, calcium flux, EC20 dopamine potentiation; hit rate 0.34% among 340,000; AID 485347;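 active = potentiation over 3 SD above the plate norm, cut at about 30% in these data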; note: 0% is about no effect
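Cells plated with tetracycline inducer and held overnight at 30 C; calcium dye loaded 30–90 min at room temperature; baseline taken, compound added and read 180 s; EC20 dopamine then added and read 180 s.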
TRHR ag = TRH receptor (human) agonism; P34981; hit rate 0.18% among 360,000; activation, % at 2 µM; TRHR cells, calcium flux fluo-8, FDSS agonist mode; AID 493084; note: 0% is about no effect
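Read-out: compound-evoked intracellular calcium rise in TRHR cells, fluo-8 dye, kinetic FDSS fluorescence at 1 s/cycle following a 10-cycle baseline. Cells cultured overnight before dye loading (30 min–1.5 h, RT).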
D1 antag = blocks dopamine activation of the human D1 receptor; P21728; activity change, negative = inhibition, % at 10 µM; hit rate 3.2% among 360,000; HEK293 TREx D1 cells, calcium flux, dopamine EC80; active compounds read low; in the data active = activity change below about -30%; note: % is set by controls: 0 for no effect and ±100 for the full control effect
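Calcium flux readout: force-coupled, inducible Hek293 Trex D1 line, cells induced overnight at 30 C with tetracycline, dye-loaded 30–90 min at RT. Antagonism scored against EC80 dopamine challenge given 180 s after compound.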
D1 potentiator = enhances dopamine response at the human D1 receptor; potentiation, % at 10 µM; P21728; hit rate 0.036% among 360,000; AID 504651; HEK293 TREx D1 cells, calcium flux, dopamine EC20 potentiation; in the data active = potentiation above about 30%; note: 0% is about no effect
* hit, by the source's call; / = no result given. Cut-off read from the data, not from the text of the source, unless noted: active = activation above about 30%; inactive = the rest.

SMILES	D2 antag	D2 agonist	TRHR PAM	D1 ag	RXFP1 antag	D2 PAM	TRHR ag	D1 antag	D1 potentiator
CC(C)c1nn2c(N)c(/C=C3\C=Nc4ccccc43)c(=O)nc2s1	18	0.0	-4	0	-5	-2	0.2	-5	-9
CCOC(=O)Nc1ccc(S(=O)(=O)N(C)C(C)C)cc1	2	-0.6	0	1	-15	-5	0.1	2	-3
COc1cc(C(=O)O)ccc1OCc1ccncc1	/	/	0	1	11	/	0.4	21	-8
C[n+]1nc(Nc2ccccc2)sc1-c1ccc(O)cc1	-3	1.4	3	2	/	6	-0.6	-13	0
COc1cc2c(cc1NC(=O)COc1ccc(Cl)cc1)oc1ccccc12	/	/	13	2	-8	0	0.7	1	0
O=C(N/N=C/c1ccc(Cl)cc1Cl)C(=O)NC1CC1	-13	-0.6	0	-4	-10	-8	-2.3	8	1
CCCCCCCCCCCNC(=O)c1ccoc1C	8	/	3	1	-5	8	0.1	5	-1
CCn1cc(C(=O)O)c(=O)c2cc(F)c(N/N=C/c3ccccc3[N+](=O)[O-])cc21	30*	7.1	0	1	-7	-21	1.1	5	-2
CCOC(=O)N1CCN(C(=O)CN(c2cc(Cl)ccc2OC)S(=O)(=O)c2ccccc2)CC1	-2	-1.0	-2	2	3	-12	-0.6	3	-1
CCOc1ccc2nc(N(CCN(C)C)C(=O)c3cc4ccccc4cc3OC)sc2c1	-6	1.0	-1	5	-1	-5	0.3	2	-5
NCCc1nnc(SCC(=O)Nc2cccc(Cl)c2)o1	-14	-0.4	-15	8	5	-8	0.3	-2	5
Clc1ccc(SCCOCCN2CCOCC2)cc1	-16	0.1	9	5	5	-12	0.6	-21	-5
COc1cc(C(=O)NCC(=O)NC(C)c2ccc(-n3ccnc3)cc2)cc(OC)c1OC (stereo not drawn)	-4	0.2	9	2	-7	-3	-0.2	-9	-4
CC(C)COc1ccc(C2NC(=O)NC2=O)cc1 (stereo not drawn)	-7	0.7	-1	-2	-8	-2	-0.5	11	-2
COc1cccc(NC(=O)CSc2ncc3c(n2)-c2ccc(Cl)cc2N(C)S3(=O)=O)c1	/	0.5	0	1	3	-7	-0.2	2	0

As a working copy, some entries already given:
SMILES	D2 antag	D2 agonist	TRHR PAM	D1 ag	RXFP1 antag	D2 PAM	TRHR ag	D1 antag	D1 potentiator
CCOc1ccc2nc(N(CCN(C)C)C(=O)c3cc4ccccc4cc3OC)sc2c1	-6	1.0	-1	5	-1	-5	0.3	2	-5
NCCc1nnc(SCC(=O)Nc2cccc(Cl)c2)o1	-14	-0.4	-15	8	5	-8	0.3	-2	5
Clc1ccc(SCCOCCN2CCOCC2)cc1	-16	0.1	9	5	5	-12	0.6	-21	-5
COc1cc(C(=O)NCC(=O)NC(C)c2ccc(-n3ccnc3)cc2)cc(OC)c1OC (stereo not drawn)	-4	0.2	9	2	-7	-3	-0.2	-9	-4
CC(C)COc1ccc(C2NC(=O)NC2=O)cc1 (stereo not drawn)	-7	0.7	-1	-2	-8	-2	-0.5	11	-2
COc1cccc(NC(=O)CSc2ncc3c(n2)-c2ccc(Cl)cc2N(C)S3(=O)=O)c1	/	0.5	0	1	3	-7	-0.2	2	0

The listing continues.
SMILES	D2 antag	D2 agonist	TRHR PAM	D1 ag	RXFP1 antag	D2 PAM	TRHR ag	D1 antag	D1 potentiator
COc1ccccc1CNC(=O)Cc1csc2nc(-c3ccc(F)cc3)cn12	/	-0.6	-2	3	-10	-7	-0.2	-13	-1
COc1cc2oc(=O)ccc2cc1[C@@H](O)[C@@H]1OC(C)(C)OC1(C)C	0	1.7	-1	-1	/	-9	-0.5	-16	-2
S=C(NCc1ccncc1)Nc1ccc(Br)cc1Cl	4	1.4	5	3	-4	-2	0.7	-25	-10
S=C(Nc1ccccc1)N(Cc1ccccc1)Cc1ccncc1	-2	0.3	3	1	/	6	0.0	1	3
COc1ccccc1OCC(=O)Nc1ccc(S(=O)(=O)N2CCCC2)cc1	-1	-0.1	13	0	-8	-5	0.2	-3	0
C[N+](C)(CCOc1ccccc1)Cc1ccccc1 (tested in a mixture with another compound)	29	-0.3	-2	2	-11	-6	0.6	4	-5
Cc1ccc(-n2nc(C)c(C3C(C#N)=C(N)OC4=C3C(=O)CCC4)c2Cl)cc1 (stereo not drawn)	-10	-0.2	0	0	/	-6	-1.7	0	3
Cc1ccccc1CSCCC(=O)NCCc1ccccc1	29	-0.8	-3	3	10	-2	-1.0	1	-3
O=C(NCc1ccccc1)c1ccc(NC(=O)c2nsc3ccccc23)cc1	/	0.5	-2	3	-12	8	-0.2	-1	-3
N#CC(c1ccc(Cl)cc1)c1nc2ccccc2nc1C(F)(F)F (stereo not drawn)	-6	-1.0	6	11	-18	-7	0.2	-6	-7
COc1cc(/C=C2\CCC(C3CCCC3)C2=O)cc(OC)c1OC (stereo not drawn)	-3	-2.0	-2	2	-4	-7	-0.1	-26	-2
COc1ccc(Cl)cc1N(CC(=O)Nc1cccc(SC)c1)S(C)(=O)=O	4	1.1	-2	3	-4	0	1.3	4	2
COc1ccc(NC(=S)NNC(=O)OC(C)(C)C)cc1OC	6	0.1	22	3	-10	-2	0.9	-17	1
O=C1c2ccccc2NC(c2ccc(O)cc2)N1Cc1ccco1 (stereo not drawn)	-5	1.3	6	-1	2	10	-0.4	/	-4
CN1CCN(C2CC(=O)N(c3ccc4c(c3)OCCO4)C2=O)CC1 (stereo not drawn)	-2	1.0	-3	2	-7	-12	0.3	6	-1
CN(c1ncnc2c1c(-c1ccccc1)cn2-c1cccc(Cl)c1)C1CCCCC1	/	0.7	1	-2	-1	13	-0.1	12	1
COC(=O)c1c(-c2ccc(F)cc2)csc1NC(=O)c1ccco1	-12	0.9	5	3	-8	2	1.3	-16	-9
Cc1cn2c(=O)cc(COC(=O)c3ccc(NC(=O)COc4ccc(C)c(C)c4)cc3)nc2s1	/	2.5	-1	2	3	-7	0.9	-36*	0
Cc1ccc2[nH]c3c(=O)n(N)c(C)nc3c2c1	-10	-4.6	9	1	4	4	-0.3	9	4
CC1CCCCN1C(=O)c1cccc(NC2=C(Cl)C(=O)N(Cc3ccccc3)C2=O)c1 (stereo not drawn)	4	0.6	-4	7	1	-8	-0.6	5	-3
Cc1ccc(NC(=O)c2c(C)nn(-c3ccccc3)c2Cl)c(C)c1	18	0.0	-14	7	-19	23	-0.3	-13	-11
CCOC(=O)C1(Cc2ccccc2)CCCN(C2CCCC2)C1 (stereo not drawn)	3	-0.1	7	2	-1	6	-0.2	-1	0
COC(=O)c1c(-c2ccc(F)cc2)csc1NC(=O)C1CCCO1 (stereo not drawn)	-4	-0.7	7	0	-18	-4	0.5	-11	-1
COc1ccc(C)cc1Nc1nc(N)c2ccccc2n1	-16	0.5	-2	2	0	-10	-1.0	-36*	-17
Cc1cccc(NC(=O)c2c(N)sc3c2CCC(C)C3)c1 (stereo not drawn)	/	-1.8	-2	-3	-5	6	-1.0	19	2
O=C(COCc1cc(-c2ccc(F)cc2)on1)Nc1cc(Cl)ccc1O	/	2.5	-7	17	-13	2	0.6	-37*	1
CSc1ccccc1NC(=O)c1ccc(C)o1	4	-0.6	-2	0	-3	5	-0.2	-5	0
COc1ccc(NC(=O)C(CC(C)C)NC(=O)C2CCC(C)CC2)cc1 (stereo not drawn)	-8	-1.7	-1	3	-8	-7	-0.9	-2	-4
CCC/C=C(\CCC)C(NC(=O)OCC(C)C)c1ccc(C(=O)OC)cc1 (stereo not drawn)	28	0.7	-1	7	/	0	1.0	11	-5
CCCn1c(NCc2ccc(N(C)C)cc2)nc2ccccc21	9	-1.0	-10	1	/	-24	0.4	-3	/
Cc1c([N+](=O)[O-])c(C(=O)N2CCCC2)nn1C	-4	-0.9	2	1	15	8	0.8	5	1
CCCCN(C(=O)COc1ccc(C)cc1OC)c1c(N)n(CCC)c(=O)[nH]c1=O	6	-0.7	-4	3	0	-1	0.4	5	-3
CCN(CC)c1c(-c2ccccc2)c2cc(C)ccc2[nH]c1=O	-2	-0.2	11	1	/	-8	1.4	17	1
CN(C)c1cccc2c1c(NC(=O)Nc1ccccc1)nn2C	-8	-0.2	0	0	10	-5	-0.1	-18	-3
COc1ccc(S(=O)(=O)CC(=O)Nc2nnc(C(F)(F)F)s2)cc1	/	/	-2	1	-2	4	0.6	6	1
C=CCNc1nc(N2CCCC2)nc2ccccc12	-3	0.2	10	8	5	/	-3.4	-16	-10
O=C(CCN1C(=O)c2cccc([N+](=O)[O-])c2C1=O)Nc1nccs1	1	2.3	-7	4	-9	9	-0.1	6	-1
COc1ccc(NC(=O)c2c(C)nn(Cc3ccccc3)c2Cl)cc1S(=O)(=O)N1CCOCC1	-5	-0.2	13	5	1	1	0.1	10	-3
Cc1cccc(OC(C)C(=O)Nc2ccc(N3CCCCC3)cc2)c1 (stereo not drawn)	7	-0.3	1	2	-17	5	-0.3	1	6
Cc1ccc(NC(=O)CN(C)S(=O)(=O)c2cnc[nH]2)cc1C	17	0.7	11	3	-8	-4	0.6	-8	3
COc1ccc(S(=O)(=O)c2c(SC)nn(Cc3ccccc3C)c2NC(C)=O)cc1	/	0.2	-4	2	/	1	-0.1	-8	1
O=C(c1cc(-c2ccccc2)nc2ccccc12)N1CCOCC1	-3	-0.7	5	0	-13	22	-0.7	1	5
CCc1ccc(NC(=O)CSC2=Nc3ccccc3C3=NC(CCC(=O)NCc4ccccc4)C(=O)N23)cc1 (stereo not drawn)	/	-0.8	-5	4	-9	-10	0.0	2	3
CN1C(=O)CSC1=NCC12CC3CC(CC(C3)C1)C2	18	-1.3	-3	-3	10	7	-0.3	-11	1
COc1cccc(NC(=O)Cn2cc(S(=O)(=O)Cc3ccccc3F)c3ccccc32)c1	/	0.8	3	7	-20	-7	1.0	-1	-1
COc1ccccc1CN(C)C(=O)c1cc(C)nc2ccccc12	8	0.4	-5	0	-7	12	-0.6	-12	-10
CCC(=O)N1CCc2cc(Br)cc(S(=O)(=O)N3CCN(c4ccc(C)cc4)C(C)C3)c21 (stereo not drawn)	/	0.9	-2	3	/	10	0.3	4	-1
Cc1onc(-c2c(F)cccc2Cl)c1C(=O)Nc1cccc(S(=O)(=O)NC2=NCCC2)c1	/	/	8	4	-6	-8	0.2	17	6
CN(C)CCCN(C(=O)COc1ccc(Cl)cc1)c1nc2cc3c(cc2s1)OCO3	/	/	-2	24	-5	/	1.6	-7	-3
COc1cc(OC)cc(C(=O)NC(C(=O)Nc2ccc3c(c2)OCCO3)C(C)C)c1 (stereo not drawn)	-11	0.1	12	8	-2	-21	0.7	-2	1
CCCNC(=O)c1ccc2c(=O)c(O)c(-c3ccc(Cl)c([N+](=O)[O-])c3)[nH]c2c1	2	0.2	-3	1	/	13	-0.2	-18	-6
CCN(CC)S(=O)(=O)c1ccc(/C=C/C(=O)O)cc1	-13	-0.1	12	2	7	-1	0.2	4	-2

Source: PubChem BioAssay (National Center for Advancing Translational Sciences (NCATS))
